From PubChem
Y pestis TopoI – Y. pestis Topo-I inhibition via cleavage products | hit rate 0.064% among 360,000 | activity, % at 10 µM | Y. pestis Topo-I cleavage product accumulation, plate reader; in the data active = activity above about 50%, passing the limit was not always enough; note: inactives centre near 2
Mtb UGM inh – inhibitors of M. tuberculosis UDP-galactopyranose mutase; P9WIQ1; purified UGM, fluorescence polarization probe displacement; inhibition, % at 10 µM; hit rate 0.06% among 320,000; in the data active = inhibition above about 10%, passing the limit was not always enough
Target sequence (P9WIQ1 whole entry, looked up): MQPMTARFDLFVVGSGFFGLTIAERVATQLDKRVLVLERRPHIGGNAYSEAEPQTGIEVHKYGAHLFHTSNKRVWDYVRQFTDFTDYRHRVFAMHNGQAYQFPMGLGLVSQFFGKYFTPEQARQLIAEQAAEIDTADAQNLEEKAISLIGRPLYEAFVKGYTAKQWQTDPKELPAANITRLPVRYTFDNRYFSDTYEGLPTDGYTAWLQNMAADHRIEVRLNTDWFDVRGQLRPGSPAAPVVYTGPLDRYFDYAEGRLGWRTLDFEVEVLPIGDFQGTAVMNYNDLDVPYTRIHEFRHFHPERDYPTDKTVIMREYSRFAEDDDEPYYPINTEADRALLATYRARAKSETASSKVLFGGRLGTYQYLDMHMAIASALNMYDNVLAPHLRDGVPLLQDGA
PfHsp40 rescue – compounds rescuing yeast from Plasmodium falciparum HSP40 toxicity; S. cerevisiae expressing PfHsp40, growth rescue, ATP luminescence; growth rescue, % at 12.5 µM; hit rate 0.68% among 340,000; AID 504582; in the data active = growth rescue above about 28%, passing the limit was not always enough;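 note: yeast W303a lacking pdr1 and pdr3 grown in galactose medium; growth measured after three days at 30 °C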
TcdB GH inh – blocks C. difficile toxin B glycohydrolase activity; P18177; inhibition, % at 9.99 µM; hit rate 0.24% among 350,000; AID 652162; TcdB glycohydrolase enzymatic assay, plate reader; in the data active = inhibition above about 10%
BH1578 lux ind – induces V. cholerae light production without autoinducers | V. cholerae BH1578 lux reporter, luminescence, 6 h | activation, % at 18.7 µM | hit rate 0.16% among 350,000 | AID 588436; in the data active = activation mostly above about 9.7%, no sharp cut-off; note: not every result past the cut was called active; inactives centre near 0; reference of the scale not given here
FadD28 FP inh – inhibitors of Mycobacterium tuberculosis FadD28 bisubstrate binding. FadD28 bisubstrate probe binding, fluorescence polarization. inhibition, % at 12.5 µM. hit rate 0.22% among 360,000. AID 588549; in the data active = inhibition above about 8.5%, passing the limit was not always enough
FBA Mtb inh – inhibits M. tuberculosis FBA enzyme; purified M. tuberculosis FBA, fluorescence read-out; inhibition, % at 1 µM; hit rate 2.3% among 360,000; AID 588726; in the data active = inhibition above about 27%;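 note: 0% = vehicle and 100% = reference inhibitor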
Target sequence (P9WQA3 whole entry, looked up): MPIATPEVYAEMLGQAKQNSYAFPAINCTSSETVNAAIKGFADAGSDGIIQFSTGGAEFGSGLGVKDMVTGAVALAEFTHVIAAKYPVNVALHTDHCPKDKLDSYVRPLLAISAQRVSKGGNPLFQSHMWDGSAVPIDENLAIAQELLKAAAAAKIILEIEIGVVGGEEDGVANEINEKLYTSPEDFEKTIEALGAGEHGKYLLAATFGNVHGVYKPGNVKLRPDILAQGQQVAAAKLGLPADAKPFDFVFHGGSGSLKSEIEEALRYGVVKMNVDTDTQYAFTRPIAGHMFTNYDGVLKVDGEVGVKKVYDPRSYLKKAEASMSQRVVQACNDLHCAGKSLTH
GDH-TPI inh – inhibits GDH-TPI coupling enzymes, artifact for Mtb FBA screen. GDH-TPI coupled enzyme counterscreen, NADH absorbance. inhibition, % at 4.8 µM. hit rate 1.2% among 360,000. AID 588335; in the data active = inhibition above about 30%;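 note: 0% = DMSO wells and 100% = wells lacking the enzyme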
Mtb BioA inh – inhibitors of Mycobacterium tuberculosis BioA enzyme; inhibition, % at 9.99 µM; purified M. tuberculosis BioA enzyme, plate reader; hit rate 0.096% among 360,000; AID 602481; in the data active = inhibition above about 40%
* marks the source's active call; other numbers are inactive results; i = inactive; · = not tested or not shown. No enrichment for hits; about 4.6% have a hit in one of these screens.

SMILES	Y pestis TopoI	Mtb UGM inh	PfHsp40 rescue	TcdB GH inh	BH1578 lux ind	FadD28 FP inh	FBA Mtb inh	GDH-TPI inh	Mtb BioA inh
NC(N)=NN=C(c1ccc(F)cc1)c1ccc(C(F)(F)F)cc1	-14	·	-0.8	-0.4	i	-6.6	-2	2	·
CC(=O)Oc1ccc(-c2csc(Nc3cccc(C)n3)n2)cc1	12	-2.4	9.3	0.2	-1.2	-4.8	1	2	-1.3
COc1ccc(OC)c(NC(=O)c2cccnc2Sc2cc(C)ccc2C)c1	4	-1.9	-1.0	·	-0.3	-2.5	0	10	·
COc1ccc(OC)c(-c2csc(NC(=O)Cc3cc(OC)c(OC)c(OC)c3)n2)c1	24	-0.5	1.4	0.9	-0.2	·	-2	10	-1.8
COc1ccccc1C1(O)C(=O)Nc2ccccc21 (stereo not drawn)	-10	2.3	·	0.8	-0.5	0.9	0	9	-2.5
NCC(c1ccco1)c1c[nH]c2ccccc12 (stereo not drawn)	-11	-0.1	-0.1	-0.5	-1.7	-5.0	0	17	-0.5
Cc1ccc(NC(=O)c2ccc(C(C)(C)C)cc2)cc1-n1cnnn1	5	1.2	-0.4	0.2	i	-4.5	0	11	·
O=C(OC1CCOC1=O)c1ccc(Cl)c(S(=O)(=O)N2CCOCC2)c1 (stereo not drawn)	4	-1.4	0.5	0.6	i	-2.8	-1	-9	-0.5
COCCCn1c(SCC(=O)NC2CCCC2)nnc1-c1cccs1	0	0.2	-0.7	-2.2	-0.1	·	0	-5	·
Cc1ccc(S(=O)(=O)N2CCC(C(=O)NCCN3CCOCC3)CC2)cc1C	1	-0.8	0.7	1.2	0.5	-3.0	1	-1	0.6
CCOCCCNC(=O)Cn1cnc2sc(C)c(S(=O)(=O)N3CCN(c4ncccn4)CC3)c2c1=O	5	-0.2	-0.2	0.8	-0.1	-0.3	5	4	·
Cc1ccc(N(C)C(=O)c2ccc(CNc3c(N4CCC(C)CC4)c(=O)c3=O)cc2)cc1	5	-4.7	-1.5	0.5	i	-2.0	-3	5	0.8
Cc1cc(C)cc(NC(=O)CCOc2ccccc2)c1	0	-1.6	0.4	0.5	i	-3.5	2	-4	0.6
O=C(N/N=C\c1ccc([N+](=O)[O-])o1)C1COc2ccccc2O1 (stereo not drawn)	-6	0.0	0.0	1.0	-0.4	0.4	-1	15	·
CCOC(=O)c1sc(NC(=O)Nc2cccc(Cl)c2)cc1C	-26	-1.0	1.2	1.6	-0.3	-4.6	2	17	0.2
CC(=O)C1=C(O)C(=O)N(C)C1c1ccccc1F (stereo not drawn)	4	-4.2	-0.9	·	i	1.1	2	16	0.3
CCOC(=O)N1CCN(c2c(NCc3ccccn3)c(=O)c2=O)CC1	-2	2.7	1.4	0.7	-0.2	-2.6	4	2	-0.2
C=CCN1C(=O)CS/C1=N\S(=O)(=O)c1ccc(Cl)cc1	-3	2.1	-0.7	·	-0.3	0.4	-1	6	·
CC(OC(=O)CNC(=O)C12CC3CC(CC(C3)C1)C2)C(=O)Nc1ccc(S(N)(=O)=O)cc1 (stereo not drawn)	8	-3.6	-0.9	1.4	0.6	-3.6	-1	1	·
CC(=O)N1N=C(c2cccc([N+](=O)[O-])c2)OC1c1ccc(Cl)cc1Cl (stereo not drawn)	-8	-0.1	6.9	·	·	-1.5	-1	3	1.9
Cc1ccc(C(c2nnnn2CC2CCCO2)N2CCN(c3cccc(C)c3C)CC2)cc1 (stereo not drawn)	22	-2.3	7.1	·	-1.0	-1.0	1	12	-4.7
C(=NC1CCCCC1)c1c[nH]c2ccccc12	-5	·	0.3	2.2	-4.5	-2.0	2	6	·
CCOc1ccc(NS(=O)(=O)c2ccc(C(=O)NCCN3CCOCC3)cc2)cc1	-15	0.1	-0.2	-3.0	-0.9	-0.6	3	-5	-2.3
Nc1ncnc2c1ncn2[C@@H]1O[C@H](CNCc2c(OCc3ccccc3F)ccc3ccccc23)[C@@H](O)[C@H]1O	24	0.3	-1.4	0.2	i	0.3	2	3	-0.3
N=c1c2c(-c3ccccc3)c(-c3ccccc3)n(Cc3ccco3)c2ncn1CCCO	8	1.6	·	1.7	-1.6	-0.9	1	-1	5.2
Cc1ccc(C)c(NC(=O)C2CCCN2C(=O)NC2CCCCC2)c1 (stereo not drawn)	-9	0.6	-1.0	1.9	-0.3	0.4	1	5	·
O=C(CSc1ccc2c(c1)OCCO2)Nc1ccc(Br)cn1	3	1.2	-0.1	3.8	i	-2.9	1	-4	0.2
O=C(O)C[C@H]1c2cc(C(F)(F)F)ccc2S(=O)(=O)N1Cc1ccccc1	5	-0.7	-1.2	0.9	i	-0.4	1	0	-2.1
C=CCn1c(SCC(=O)Nc2cccnc2Cl)nnc1-c1ccc(Cl)cc1	12	1.6	-0.3	·	-0.1	-2.3	3	4	10
O=C(/C=C/c1ccco1)Nc1ccc(Oc2ccccc2)cc1	-14	1.0	12	·	-1.0	-5.0	-1	38*	-2.6
Cc1cc(C(O)c2ncc(-c3ccc(Oc4ccccc4)cc3)[nH]2)ccc1F (stereo not drawn)	-1	·	·	0.3	0.8	-1.4	-2	4	-2.2
CCOC(=S)NC(=O)c1sc2ccccc2c1Cl	2	-0.4	2.8	·	i	-3.3	-2	9	-0.1
COc1ccc(-n2c(COc3ccc4c(c3)OCO4)nnc2SCC(=O)O)cc1	7	1.7	-0.1	-1.8	i	-1.4	1	-6	·
CCOc1ccc(Br)cc1C(=O)N/N=C/c1c[nH]c2ccccc12	3	2.1	0.3	-11	0.7	0.2	0	11	-0.6
N#Cc1ccc(NC(=O)COC(=O)CNC(=O)C2CCCCC2)cc1	0	-0.5	-0.4	·	i	-0.8	7	-2	0.0
COc1ccc(OC)c2c1sc(=NC(=O)C(C)(C)C)n2C	3	-2.9	0.6	0.4	i	-2.5	-2	2	-0.8
O=C1CSC2(C(=O)N3CCCc4cccc2c43)N1c1cccc(C(F)(F)F)c1 (stereo not drawn)	-4	2.3	-0.3	·	-0.3	-3.0	0	4	-2.8
Cc1c(C(=O)NCc2cccc(C(F)(F)F)c2)sc(=O)n1Cc1ccc(F)cc1	17	·	·	0.8	0.1	-2.2	4	5	0.3
COc1ccccc1N(C)c1cc2c(c3c1ccn3C)C1CCC2O1 (stereo not drawn)	·	·	·	-0.1	·	-0.1	6	·	-0.4
CCCCN(CC)CCNc1c(N2CCN(C(=O)OCC)CC2)c(=O)c1=O	13	-1.4	0.4	·	i	-0.4	2	9	1.6
CC(Sc1nnc(Cc2cccs2)n1C1CCCCC1)C(=O)NCc1ccco1 (stereo not drawn)	19	0.3	0.0	·	i	-2.6	0	-6	·
CCSc1nc(O)cc(=O)[nH]1	-12	0.2	-0.1	1.6	1.7	-4.5	-4	-3	-1.4
C[C@H]1CN=C(N(C)C)N1CCC1CCCC1	8	-1.8	-0.6	0.4	-0.5	-0.2	-1	6	-0.5
Cn1c(-c2cccc(F)c2)nc2c1c(=O)[nH]c(=O)n2Cc1ccccc1	12	1.1	0.3	2.1	-2.8	-1.6	28*	-13	4.0
CCOc1ccc(CCNC(=O)C2CCN(c3nnc(-n4cccc4)s3)CC2)cc1OCC	8	0.3	17	·	-3.4	-1.0	3	-7	0.3
Cc1ccc(C(c2c(C)nn(-c3ccccc3)c2N)c2c(C)nn(-c3ccccc3)c2N)cc1	16	-1.6	-0.1	1.3	-0.8	-1.5	0	-1	0.2
CC(C)Cc1cc(C(=O)N2CCC(N3CCC(C(=O)N4CCOCC4)CC3)CC2)n[nH]1	2	2.0	-0.8	0.5	·	-2.3	-2	6	·
Cc1ccccc1NC(=S)NNC(=O)c1ccoc1C	-6	2.0	-1.2	2.0	-0.2	0.2	0	1	-2.3
CC(C)Cc1nc2sc3c(=O)[nH]cnc3c2c2c1CCCC2	1	2.1	0.5	0.6	i	-0.2	-2	-4	·
CCOC(=O)c1cccc(NC(=O)CCn2nnc3ccccc32)c1	-6	3.2	-1.1	·	-0.3	-1.0	-3	3	0.3

The listing continues.
SMILES	Y pestis TopoI	Mtb UGM inh	PfHsp40 rescue	TcdB GH inh	BH1578 lux ind	FadD28 FP inh	FBA Mtb inh	GDH-TPI inh	Mtb BioA inh
Cc1ccc(CNC(=O)C2CCC(CNc3nc(=S)[nH]c4ccccc34)CC2)cc1 (stereo not drawn)	2	-1.4	1.3	1.1	-0.2	-0.3	-1	11	0.3
COc1ccccc1CNC(=O)C(=O)Nc1ccc(C(=O)N2CCC(C)CC2)cc1	35	1.9	2.1	-1.5	-0.2	-2.1	0	-11	-0.6
CCOc1ncccc1C(=O)Nc1ccc(C)cn1	-9	1.0	-1.0	-0.8	i	-1.1	-2	-4	1.6
Clc1cccc(N2CCNCC2)n1	-2	0.8	-0.3	-0.5	-0.6	-0.7	-1	-1	·
NS(=O)(=O)c1ccc(NC(=O)CSc2ccc3ccccc3n2)cc1	14	1.2	-1.7	·	-0.2	-0.1	-1	18	1.1
Cc1ccc(NC(=O)c2nn(C34CC5CC(CC(C5)C3)C4)cc2[N+](=O)[O-])cc1	0	0.0	-0.8	·	i	-30	1	4	0.2
Cc1ccccc1-c1ccc(=O)n(CC(=O)Nc2ccc(C(=O)N3CCCC3)cc2)n1	16	3.0	-0.9	·	-6.7	-1.3	1	11	-1.7
COC(=O)CSc1nnc(NC(=O)/C=C\c2ccc3c(c2)OCO3)s1	3	1.7	2.5	0.9	-0.2	-1.5	2	6	·
Cn1c(SCC(=O)N2c3ccccc3Sc3ccccc32)nnc1-c1ccco1	19	-4.1	3.3	·	-0.5	-3.9	0	-3	1.2
CCCn1c(C)cc(C)c(C#N)c1=O	-4	0.8	-2.4	·	-0.3	-1.3	-5	17	·
Cc1ccc(S(=O)(=O)N(C)Cc2ccccc2)cc1C(=O)N1CCCCC1	4	4.9	0.6	-0.1	i	-2.3	9	2	1.3
CCn1nnc(NC(=O)Cc2ccc(Cl)cc2)n1	-4	-4.0	0.4	0.4	-1.1	-3.3	1	2	·
COc1ccc(CC(=O)NCC2CCCN(Cc3ccc(OC)cc3F)C2)cc1 (stereo not drawn)	11	-0.6	-0.2	1.8	-0.6	-0.8	1	10	-0.7
Nc1ccc2oc(-c3cccc4ccccc34)nc2c1	-3	2.4	0.2	·	-17	0.5	6	13	0.4
CCCCOc1ccc(C(=O)NCC(=O)NC2CCC(C)CC2)cc1 (stereo not drawn)	3	·	0.8	-0.3	-0.9	-1.3	6	12	-0.7
Cc1nn(CC(=O)NCc2ccc(OC(C)C)cc2)c(=O)c2cc(-c3ccccc3)nn12	-1	-0.8	1.0	·	-7.4	-2.4	0	-3	-0.7
O=C(NNC(=O)c1cccs1)c1ccc(Cl)c([N+](=O)[O-])c1	4	-0.2	1.2	0.3	0.7	-1.1	-5	-1	·
CCn1c(SCC(=O)Nc2nccs2)nnc1-c1cccnc1	2	-0.1	0.4	1.7	i	-2.0	2	-7	3.1
O=C(COc1ccccc1Br)Nc1ccc(S(=O)(=O)N2CCCC2)cc1	29	-1.5	3.3	0.2	-0.2	-0.7	1	7	-1.8
Cc1ccc(S(=O)(=O)CCC(=O)OCc2nnc(-c3ccc([N+](=O)[O-])cc3)o2)cc1	8	·	0.2	1.1	2.8	-2.1	-1	-4	0.4

Single records (already shown):
`CCSc1nc(O)cc(=O)[nH]1` across the screens: Y pestis TopoI: -12; Mtb UGM inh: 0.2; PfHsp40 rescue: -0.1; TcdB GH inh: 1.6; BH1578 lux ind: 1.7; FadD28 FP inh: -4.5; FBA Mtb inh: -4; GDH-TPI inh: -3; Mtb BioA inh: -1.4
`Cc1ccc(S(=O)(=O)N2CCC(C(=O)NCCN3CCOCC3)CC2)cc1C` across the screens: Y pestis TopoI: 1; Mtb UGM inh: -0.8; PfHsp40 rescue: 0.7; TcdB GH inh: 1.2; BH1578 lux ind: 0.5; FadD28 FP inh: -3.0; FBA Mtb inh: 1; GDH-TPI inh: -1; Mtb BioA inh: 0.6
`Cc1ccc(N(C)C(=O)c2ccc(CNc3c(N4CCC(C)CC4)c(=O)c3=O)cc2)cc1` across the screens: Y pestis TopoI: 5; Mtb UGM inh: -4.7; PfHsp40 rescue: -1.5; TcdB GH inh: 0.5; BH1578 lux ind: i; FadD28 FP inh: -2.0; FBA Mtb inh: -3; GDH-TPI inh: 5; Mtb BioA inh: 0.8
